Screening results deposited in PubChem by The Scripps Research Institute Molecular Screening Center.
MITF inh: inhibitors of human MITF. O75030. AlphaScreen MITF homodimerization, bead proximity signal. inhibition, % at 2.6 µM. 0.91% of 650,000 active. AID 1259374; in the data active = inhibition above about 50%;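 also: 0% = vehicle wells with protein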
Target sequence (O75030 whole entry, looked up): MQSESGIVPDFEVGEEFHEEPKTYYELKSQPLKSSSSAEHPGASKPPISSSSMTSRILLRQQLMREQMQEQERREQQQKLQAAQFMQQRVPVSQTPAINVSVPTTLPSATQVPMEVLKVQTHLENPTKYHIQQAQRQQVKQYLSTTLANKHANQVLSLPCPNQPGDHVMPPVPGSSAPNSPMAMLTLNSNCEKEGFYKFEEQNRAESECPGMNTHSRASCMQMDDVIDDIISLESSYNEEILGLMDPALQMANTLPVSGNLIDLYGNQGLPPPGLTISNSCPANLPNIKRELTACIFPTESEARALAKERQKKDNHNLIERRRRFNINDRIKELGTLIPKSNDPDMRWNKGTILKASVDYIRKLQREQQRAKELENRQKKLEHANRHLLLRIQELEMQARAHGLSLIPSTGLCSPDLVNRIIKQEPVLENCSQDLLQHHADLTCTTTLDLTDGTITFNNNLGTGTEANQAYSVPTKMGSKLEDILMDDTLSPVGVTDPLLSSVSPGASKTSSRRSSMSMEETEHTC
TEAD-YAP block: TEAD-YAP interaction inhibition; HEK-TIYL cells, TEAD-Gal4/YAP UAS-luciferase luminescence; 1.4% of 640,000 active; AID 1259422; inhibition, % at 9.12 µM; in the data active = inhibition above about 32%;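 also: 0% = median of test compound wells and 100% = reference inhibitor wells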
GPR151 ag: human GPR151 activation. Q8TDV0. activation, % at 11.2 µM. AID 1508602. PathHunter beta-arrestin GPR151 cells, luminescence. 1% of 650,000 active; in the data active = activation above about 4.9%;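 also: 0% = median of compound wells and 100% = cells with positive control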
Target sequence (Q8TDV0 whole entry, looked up): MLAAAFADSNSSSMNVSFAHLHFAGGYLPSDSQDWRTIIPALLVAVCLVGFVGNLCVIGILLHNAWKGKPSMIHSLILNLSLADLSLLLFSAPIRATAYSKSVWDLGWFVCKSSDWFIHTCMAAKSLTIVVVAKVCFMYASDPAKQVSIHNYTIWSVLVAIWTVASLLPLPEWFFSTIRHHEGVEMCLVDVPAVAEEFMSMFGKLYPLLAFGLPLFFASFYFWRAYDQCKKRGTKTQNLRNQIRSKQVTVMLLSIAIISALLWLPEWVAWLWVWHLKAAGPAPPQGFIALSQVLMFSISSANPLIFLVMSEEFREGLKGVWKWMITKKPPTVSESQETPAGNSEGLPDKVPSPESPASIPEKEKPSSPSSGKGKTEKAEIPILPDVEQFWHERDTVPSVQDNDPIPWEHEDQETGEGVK
FBW7 activator: activators of human E3 ligase FBW7; AlphaScreen FBW7–phospho-cyclin E peptide binding, activator screen; normalized activity (activation), % at 26.1 µM; 0.13% of 650,000 active; in the data active = normalized activity above about 1.9%;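 also: purified mutant Fbw7 with reduced substrate affinity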
An asterisk follows results filed as active; & = joins results of further samples.

entry | SMILES | MITF inh | GPR151 ag
1 | COCCNC(=O)/C(C#N)=C/c1cc(C)n(-c2cc(C(F)(F)F)ccc2Cl)c1C | 9 | -0.3
2 | Cc1ccccc1-n1c(C)cc(/C=C(\C#N)C(=O)O)c1C | -11 | 2.2
3 | Cc1ncc(-c2ccc(F)cc2)c(C2CCCN(Cc3cccnc3)C2)n1 (centres undefined) | 3 | -1.2
4 | CCOc1ccc(-n2c(=O)cc(N3CCN(c4ccccc4)CC3)[nH]c2=O)cc1 | -2 | 0.0
5 | Cc1cccc(C)c1NC(=O)c1cc([N+](=O)[O-])ccc1C(=O)O | 13 | -0.6
6 | O=C(NCC1(c2cccs2)CCOCC1)c1ccccc1 | -4 | 3.7
7 | COc1ccc2c(=O)c(Oc3ccc(C(=O)N4CCN(c5ccccn5)CC4)cc3)c(C)oc2c1 | 4 | -0.2
8 | CS(=O)(=O)Nc1ccc(N2CCCC2=O)cc1 | 25 | -1.1
9 | COc1cccc(-c2nc(CS(=O)(=O)CC(=O)NCCc3ccccc3)c(C)o2)c1 | 13 | 1.9
10 | O=C(CSc1nnc2sc3ccccc3n12)NCc1ccco1 | 12 | 0.0

entry | TEAD-YAP block | FBW7 activator
1 | -34 | -0.1
2 | -1 | 0.1
3 | -5 | 0.1
4 | -11 | 0.1
5 | 1 | 0.5
6 | -11 | -0.1
7 | 27 | -0.1
8 | -4 | 0.8
9 | 12 | -0.1
10 | 11 | 0.0

An excerpt of these results, screen by screen:
[1] COCCNC(=O)/C(C#N)=C/c1cc(C)n(-c2cc(C(F)(F)F)ccc2Cl)c1C
[2] Cc1ccccc1-n1c(C)cc(/C=C(\C#N)C(=O)O)c1C
[3] Cc1ncc(-c2ccc(F)cc2)c(C2CCCN(Cc3cccnc3)C2)n1 (centres undefined)
[4] CCOc1ccc(-n2c(=O)cc(N3CCN(c4ccccc4)CC3)[nH]c2=O)cc1
[5] Cc1cccc(C)c1NC(=O)c1cc([N+](=O)[O-])ccc1C(=O)O
[6] O=C(NCC1(c2cccs2)CCOCC1)c1ccccc1
compound no.,1,2,3,4,5,6
MITF inh,9,-11,3,-2,13,-4
GPR151 ag,-0.3,2.2,-1.2,0.0,-0.6,3.7
TEAD-YAP block,-34,-1,-5,-11,1,-11
FBW7 activator,-0.1,0.1,0.1,0.1,0.5,-0.1

Additional structures follow:
entry | SMILES | MITF inh | GPR151 ag
11 | O=C(NCCCN1CCOCC1)c1nn2c(C(F)(F)F)cc(-c3ccco3)nc2c1Cl | 23 | 2.4
12 | O=C(COc1ccc(Br)cc1CO)NC1CCCCC1 | -2 | 1.5
13 | CCOC(=O)N1CCc2c(sc(NCc3ccc(OCC)cc3)c2C(=O)Nc2cc(OC)ccc2OC)C1 | 4 | -0.2
14 | CCOc1cc(/C=C2/C(=N)N3N=C(C(F)(F)F)SC3=NC2=O)ccc1OCCOc1cc(C)ccc1C(C)C | -30 | -1.5
15 | O=C(NCc1ccc2c(c1)OCO2)c1cc2nc(-c3ccc(Cl)cc3)cc(C(F)(F)F)n2n1 | 25 | -0.5
16 | Cc1ccc(OCCSc2nc3ncnc(N)c3[nH]2)cc1 | 14 | 0.3
17 | O=C(NC1CCc2ccccc21)c1cccc(-n2cc(Nc3nccn3-c3ccccc3)cn2)c1 (centres undefined) | -13 | 2.3
18 | CCCCn1c(N)c(Br)c(=O)[nH]c1=O | 16 | -3.0
19 | Cc1ccc2c(c1)N(CCCC(=O)NCc1ccco1)C(=O)CO2 | -7 | -0.5
20 | CCOc1ccc(N2C(=O)/C(=C\c3ccco3)S(=O)(=O)C2c2cccc([N+](=O)[O-])c2)cc1 (centres undefined) | 23 | -0.5

entry | TEAD-YAP block | FBW7 activator
11 | 1 | 0.0
12 | -12 | 0.1
13 | 3 | 0.0
14 | 9 | 0.5
15 | 4 | 0.3
16 | -4 | 0.2
17 | -8 | -0.1
18 | -2 | 0.3
19 | 3 | -0.2
20 | 4 | 0.1

The list goes on.
entry | SMILES | MITF inh | GPR151 ag
21 | Cc1ccc2c(c1)N(CCCC(=O)N1CCN(C)CC1)C(=O)CO2 | 2 | 1.3
22 | CCCN(CCC)CCCNC(=O)C1CCN(c2nc3ccc(OC)cc3s2)CC1 | 0 | -0.7
23 | Cc1c(CCOC(=O)c2ccc(N3CCOCC3)c([N+](=O)[O-])c2)sc[n+]1CC#N | 2 | -0.6
24 | CN1CCN(C(=O)CN(c2cccc(Cl)c2)S(=O)(=O)c2ccc(Cl)cc2)CC1 | 11 | 0.6
25 | CSc1cccc(NC(=O)c2cnn3ccccc23)c1 | 7 | -1.9
26 | CC(C)Oc1ccccc1/C=C1\SC(N2CCOCC2)=NC1=O | -1 | 1.1
27 | COc1ccc(OC)c(NC(=O)C(=S)N2CCOCC2)c1 | 26 | -1.8
28 | O=C(CSc1nccc(=O)[nH]1)Nc1ccc(C(=O)NC2CC2)cc1 | 1 | 3.5
29 | O=C(CNc1ccccc1)c1ccc([N+](=O)[O-])cc1 | 7 | -0.3
30 | O=C(/C=C/c1ccc([N+](=O)[O-])s1)Nc1ccc(F)cc1F | -1 | -0.6

entry | TEAD-YAP block | FBW7 activator
21 | -3 | -0.1
22 | 6 | -0.1
23 | -1 | -0.1
24 | -3 | -0.1
25 | -9 | 0.0
26 | 39* | -0.4
27 | 5 | 0.7
28 | -1 | 0.0
29 | -14 | -0.2
30 | -10 | 0.0

(list continues)
entry | SMILES | MITF inh | GPR151 ag
31 | CC(C)(C)NC(=O)CSc1nnc2ncccn12 | 21 | 3.1
32 | COc1cc(/C=N/NC(=O)COc2cccc(Br)c2)ccc1O | 12 | 0.9
33 | CC(C)N(Cc1nc(-c2ccc(Cl)cc2)no1)C(=O)C(Cl)(Cl)Cl | 3 | -0.6
34 | COc1ccccc1CNc1n[nH]c(NCc2ccccc2OC)n1 | -1 | -0.7
35 | CN(C)C(=O)c1cccc2c1NC(c1ccc([N+](=O)[O-])cc1)C1CC=CC21 (centres undefined) | 4 | 0.3
36 | Cc1c(NC(=O)COc2ccc(Br)cc2)c(=O)n(-c2ccccc2)n1C | 3 | -0.8
37 | COc1ccc2[nH]c(=O)c(CN(CCO)S(=O)(=O)c3ccc(F)cc3)cc2c1 | 0 | -0.8
38 | CCOC(=O)C1CCCN(C(=O)C2CCCN(S(C)(=O)=O)C2)C1 (centres undefined) | 25 | 0.1
39 | CC(=O)c1ccc(NC(=O)Cn2cnc3c(cnn3-c3ccc(C)cc3C)c2=O)cc1 | 10 | -0.4
40 | Cc1cccc(NC(=O)CC(NCC2CCCO2)C(=O)O)c1 (centres undefined) | 0 | 0.4

entry | TEAD-YAP block | FBW7 activator
31 | 5 | -0.1
32 | 7 | 0.1
33 | 6 | -0.1
34 | 8 | -0.1
35 | 1 | 0.0
36 | 1 | -0.4
37 | -7 | -0.1
38 | 2 | -0.1
39 | 0 | 0.2
40 | -1 | 0.0

More structures:
entry | SMILES | MITF inh | GPR151 ag
41 | COc1ccc(C2CC(C(F)(F)F)n3ncc(C(=O)NC(C)C)c3N2)cc1 (centres undefined) | 4 | -0.5
42 | COc1cc(C2C(C#N)=C(N)Oc3n[nH]c(-c4ccc(Br)cc4)c32)ccc1OC(=O)N1CCOCC1 (centres undefined) | -4 | 0.6
43 | C=CCNC(=O)/C(=C/c1ccc([N+](=O)[O-])cc1)NC(=O)c1ccccc1 | -5 | 1.3
44 | CC(=O)c1c(NC2CCCCC2)oc(C)cc1=O | -6 | 0.7
45 | COc1ccc(CN2CCN(C(=S)Nc3ccccc3)CC2CCO)cc1OC (centres undefined) | 3 | 0.0
46 | Cc1nn(C)cc1C(=O)N1CCCCC1c1nc2ccccc2[nH]1 (centres undefined) | 11 | 0.6
47 | Cc1c(C(=O)N2CCOCC2)csc1-c1ccccc1 | -3 | 1.5
48 | COc1cccc(-n2c(CN3CCSCC3)n[nH]c2=S)c1 | 38 | 3.8
49 | CCC(C)(C)c1ccc(OCCNC)cc1 | 25 | -0.5
50 | Cc1c(Br)c([N+](=O)[O-])nn1CC(=O)N1CCCc2ccccc21 | 8 | -2.5

entry | TEAD-YAP block | FBW7 activator
41 | 0 | 0.0
42 | -3 | -0.7
43 | -3 | -0.1
44 | 1 | 0.0
45 | 0 | 0.0
46 | 1 | 0.1
47 | 4 | -0.1
48 | -2 | 0.1
49 | 0 | 0.1
50 | -9 | 0.9

Going on with the list:
entry | SMILES | MITF inh | GPR151 ag
51 | O=C(Nc1ccc2oc(-c3cccc(F)c3)nc2c1)c1cc(Br)ccc1Cl | 18 | 0.2
52 | COc1ccc(Oc2coc3cc(OCc4ccc(F)cc4)ccc3c2=O)cc1 | 4 | -0.3
53 | CN(C/C=C/C#CC(C)(C)C)Cc1cccc2ccccc12 | -2&-2 | 1.0&0.3
54 | CC1=C(C(=O)N2CCCCC2)C(c2cccc(F)c2)C2=C(CCCC2=O)N1 (centres undefined) | 7 | 0.1
55 | COC(=O)C(NC(=O)C(C)(C)C)C12CC3CC(CC(C3)C1)C2 (centres undefined) | 15 | -1.5
56 | CCCCn1c(SC(CC)C(=O)NCc2cccnc2)nc2ccsc2c1=O (centres undefined) | 9 | -1.3
57 | CCCCn1c(=O)c2oc3ccccc3c2n(CC(N)=O)c1=O | -1 | -0.1
58 | Cc1ccc2c(CC(=O)OCN3C(=O)c4ccccc4C3=O)coc2c1 | 2 | 1.5
59 | O=C(O)c1ccc(/C=N/NC(=S)NCc2ccccc2)cc1 | 9 | 3.7
60 | Cc1ccc(CN2CCn3c2nc2c3c(=O)[nH]c(=O)n2C)cc1 | -16 | 0.6

entry | TEAD-YAP block | FBW7 activator
51 | -10 | 1.3
52 | 1 | 0.1
53 | -3&4 | -0.1&0.2
54 | 0 | 0.0
55 | -29 | -0.1
56 | 0 | -0.1
57 | -1 | -0.2
58 | 4 | -0.1
59 | -4 | 0.0
60 | -3 | 0.0

The list continues.
entry | SMILES | MITF inh | GPR151 ag
61 | CC(C)(C)NC(=O)CN(Cc1ccco1)C(=O)CCC(=O)Nc1nccs1 | 2 | 0.1
62 | CC(C)(C)C(=O)N1CCc2nc3ccccn3c(=O)c2C1 | -4 | 6.8*
63 | C/C(=N/NC(=O)COc1ccc(C)cc1[N+](=O)[O-])c1ccc(F)cc1 | -5 | -0.7
64 | CCOc1cc(C2C(C(=O)OCCc3ccccc3)=C(C)NC3=C2C(=O)CC(C)(C)C3)ccc1O (centres undefined) | 17 | -1.3
65 | COc1ccccc1Cn1c(SCc2ccccc2C)nc2ccc(Br)cc2c1=O | 10 | 0.5
66 | O=c1cc(-c2ccc([N+](=O)[O-])cc2)nc2c(n1)NON2 | 7 | 0.5
67 | Cc1ccc(NC(=O)CCc2nc3cccnc3n2-c2ccccc2)cc1 | 4 | -0.7
68 | CC(C)CC(c1nnnn1Cc1ccc(F)cc1)N1CCN(C(=O)c2ccco2)CC1 (centres undefined) | -9 | -0.2
69 | Clc1cc(Cl)cc(NCc2nnc3n2CCCCC3)c1 | 0 | 1.6
70 | Cc1c(C(=O)O)oc2ccc(S(=O)(=O)NCc3ccc(F)cc3)cc12 | 14 | 0.1

entry | TEAD-YAP block | FBW7 activator
61 | 5 | -0.1
62 | 3 | 0.0
63 | -7 | 0.1
64 | -2 | 0.0
65 | 4 | 0.6
66 | -22 | 0.0
67 | 20 | 1.2
68 | -3 | 0.5
69 | -11 | -0.1
70 | 0 | -0.2

Further compounds:
entry | SMILES | MITF inh | GPR151 ag
71 | CCOC(=O)C(C)n1cnc2c(oc3ccccc32)c1=O (centres undefined) | 9 | 0.2
72 | CCOC(=O)C(NC(=O)NCc1ccco1)(c1ccc(F)cc1)C(F)(F)F (centres undefined) | -1 | -0.3
73 | CCn1c(C)cc(/C=C2\NC(=O)N(CC(=O)Nc3ccccc3)C2=O)c1C | 19 | -0.8
74 | COc1cccc(C(O)Cc2nc3ccccc3n2C)c1OC (centres undefined) | -7 | -0.8
75 | COC(=O)c1cccc(C(=O)Nc2ccccn2)n1 | 12 | -1.1
76 | Nc1ccc2[nH]c(=O)nc(-c3ccccc3)c2c1 | 3 | -0.2
77 | CCN(CC)c1ccc(CN2CCSCC2)cc1 | 36 | 1.0
78 | Cc1nn(S(=O)(=O)c2ccc(Br)cc2)c(C)c1Sc1ccc([N+](=O)[O-])cc1 | 20 | 0.6
79 | O=C(Cc1c(C(=O)O)[nH]c2ccc(Cl)cc12)Nc1ccc(F)cc1F | 30 | -0.5
80 | COc1ccccc1CNC(=O)c1ccc(CS(=O)(=O)c2ccccc2OC)o1 | 0 | 1.0

entry | TEAD-YAP block | FBW7 activator
71 | 3 | -0.1
72 | 11 | 0.1
73 | -3 | -0.2
74 | -7 | -0.1
75 | 11 | 0.1
76 | 8 | 0.0
77 | 11 | -0.3
78 | 8 | 0.0
79 | 6 | 0.8
80 | -10 | -0.1

The listing continues.
entry | SMILES | MITF inh | GPR151 ag
81 | N#CC1=C(N)Oc2n[nH]c(-c3ccc(F)cc3)c2C1c1cccc(OC(=O)N2CCOCC2)c1 (centres undefined) | 4 | 1.4
82 | CN1CC2([N+](=O)[O-])C=C(C(=O)O)CC([N+](=O)[O-])(C1)C2 (centres undefined) | -1 | 0.7
83 | COc1ccccc1-n1cnnc1SCc1cc([N+](=O)[O-])cc2c1OCOC2 | -1 | -0.7
84 | CSc1ccc(CCNC(=O)CN2Cc3ccccc3C2=O)cc1 | 3 | 0.2
85 | COc1ccc(-n2nc(C(=O)NCC(=O)Nc3ccc(C)c(F)c3)c3ccccc3c2=O)cc1Cl | 16 | -0.8
86 | Oc1c(C(c2ccccc2)N2CCN(c3ccccc3)CC2)sc2ncnn12 (centres undefined) | 7 | -0.9

entry | TEAD-YAP block | FBW7 activator
81 | 0 | -0.1
82 | 8 | 0.3
83 | 3 | -0.1
84 | 6 | -0.1
85 | -7 | 0.1
86 | 12 | 0.0
